# Screening data from PubChem BioAssay.
# Rev-erbA mod: modulators of human Rev-erb alpha DNA binding. actives 0.79% (n = 370,000). P20393. AID 1259318. activity, % at 10 µM. Rev-erbα–FITC-DNA binding, fluorescence polarization, 90 min;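 active = activity above about 14%, limit read from the data; passing the limit was not always enough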;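 also: 0% = DMSO wells with 35 nM protein and 100% = DMSO wells with 750 nM protein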
# Target sequence (P20393 whole entry, looked up): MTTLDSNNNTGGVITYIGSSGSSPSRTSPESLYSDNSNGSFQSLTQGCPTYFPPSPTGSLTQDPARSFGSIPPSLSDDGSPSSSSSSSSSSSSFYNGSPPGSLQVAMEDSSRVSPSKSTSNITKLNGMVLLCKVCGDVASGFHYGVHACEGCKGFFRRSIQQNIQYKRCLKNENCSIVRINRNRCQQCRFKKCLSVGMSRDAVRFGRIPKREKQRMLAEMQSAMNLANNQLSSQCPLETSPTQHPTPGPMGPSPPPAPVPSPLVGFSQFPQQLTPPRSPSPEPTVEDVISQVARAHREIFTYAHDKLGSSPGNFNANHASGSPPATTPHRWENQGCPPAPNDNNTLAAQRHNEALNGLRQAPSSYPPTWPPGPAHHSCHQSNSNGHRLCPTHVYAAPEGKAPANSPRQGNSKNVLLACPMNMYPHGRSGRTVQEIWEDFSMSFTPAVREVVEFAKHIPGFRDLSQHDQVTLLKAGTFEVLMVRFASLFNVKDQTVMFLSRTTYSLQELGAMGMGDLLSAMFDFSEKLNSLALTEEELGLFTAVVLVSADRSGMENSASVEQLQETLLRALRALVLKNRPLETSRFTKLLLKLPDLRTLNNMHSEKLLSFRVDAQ
# PLC-gamma1 inh: blocks human PLC-gamma1 enzyme activity; P19174; purified PLC-gamma1, fluorogenic substrate, fluorescence; inhibition, % at 12.2 µM; actives 0.84% (n = 370,000); in the data active = inhibition above about 9.5%
# ADAM17 inh: inhibitors of human ADAM17 | P78536 | AID 720648 | actives 0.83% (n = 370,000) | inhibition, % at 6.95 µM | recombinant ADAM17, EDANS/DABCYL FRET peptide cleavage;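 active = inhibition above the mean of compounds lying between control limits plus 3 SD, set per campaign, cut at about 8.5% in these data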;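 also: 0% = DMSO-only wells as the low control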
# PLC-beta3 inh: blocks human PLC-beta3 enzyme activity. actives 0.18% (n = 370,000). Purified PLC-beta3, fluorogenic substrate, fluorescence. inhibition, % at 12.2 µM. Q01970; in the data active = inhibition above about 11%;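 also: 0% = median of compound wells on plate and 100% = full blocker control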
# ssDAF12 agonist: S. stercoralis DAF-12 activation, primary screen | HEK293 ssDAF-12/GRIP1 lit1-tk-luc reporter, luminescence; % of 3 µM dafachronic acid response | activation, % at 6.8 µM | actives 1% (n = 370,000);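 active = activation above the mean over all tested compounds plus 3 SD, cut at about 0.9% in these data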;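 also: 0% = DMSO-only wells and 100% = 3 µM delta7-dafachronic acid wells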
# hcDAF12 agonist: activates DAF-12 receptor from parasite H. contortus; HEK293 hcDAF-12 lit1-tk-luc reporter, luminescence; 0% DMSO, 100% Δ7-dafachronic acid; activation, % at 6.8 µM; actives 1.4% (n = 370,000); AID 652067;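 active = activation above the mean of all tested compounds plus 3 SD, cut at about 5.5% in these data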;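 also: 100% = response to 3 µM Δ7-dafachronic acid high control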
# SMARCA2 activ: SMARCA2 function activation, primary screen. activation, % at 9.1 µM. MG213 cells, MMTV-luciferase reporter, dexamethasone, overnight. actives 1% (n = 370,000); in the data active = activation above about 7.8%;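 also: 0% = vehicle wells and 100% = reference activator wells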
# DAX1 inh-1: inhibitors of DAX1 repression of SF-1 activated StAR promoter | HEK293T StAR-luciferase reporter, SF-1/DAX-1 repression relief | AID 652010 | actives 1.1% (n = 370,000) | inhibition, % at 6.8 µM;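 active = inhibition above the mean over all tested compounds plus 3 SD, cut at about 3.6% in these data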;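 also: 0% = DAX-1 cells with DMSO and 100% = cells lacking DAX-1 with DMSO; higher inhibition means more luminescence from relief of DAX-1 repression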
# MBD2 DNA inh: MBD2-methylated oligo binding inhibition; Q9UBB5; inhibition, % at 4.4 µM; actives 0.31% (n = 370,000); TR-FRET, MBD2 binding to methylated oligonucleotide; in the data active = inhibition above about 13%
# DAX1 inh-2: inhibitors of human orphan nuclear receptor DAX1 (NR0B1); AID 504766; inhibition, % at 6.75 µM; HEK293 Gal4-DAX1 luciferase reporter, luminescence; actives 0.99% (n = 340,000); P51843;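 active = inhibition above the mean over all tested compounds plus 3 SD, cut at about 4.2% in these data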;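 also: 0% = DAX1-transfected cells with DMSO and 100% = empty-vector control cells with DMSO; inhibition shows as a rise in luminescence from relieved DAX1 repression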
# Target sequence (P51843 207-470 limits assumed): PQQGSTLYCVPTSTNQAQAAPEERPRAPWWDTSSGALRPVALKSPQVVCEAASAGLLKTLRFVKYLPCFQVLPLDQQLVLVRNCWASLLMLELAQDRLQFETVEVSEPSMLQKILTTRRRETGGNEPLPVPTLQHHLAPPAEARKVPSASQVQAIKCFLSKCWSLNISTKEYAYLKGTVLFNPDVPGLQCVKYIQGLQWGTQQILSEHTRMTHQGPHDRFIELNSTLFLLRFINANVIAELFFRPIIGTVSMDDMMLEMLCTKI
# hgDAF-12 ag: agonists of H. glycines DAF-12 nuclear receptor | HEK293 GAL4-hgDAF12 UAS-luciferase reporter, agonist luminescence; normalized to butyrate control | activation, % at 6.8 µM | actives 1.8% (n = 370,000) | AID 687014;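 active = activation above a cutoff set at the mean of all screened compounds plus 3 SD, cut at about 10% in these data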;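 also: 0% = DMSO wells and 100% = sodium butyrate wells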
# * = called active by the depositor; . = no result given.
# Each structure is followed by: Rev-erbA mod	PLC-gamma1 inh	ADAM17 inh	PLC-beta3 inh	ssDAF12 agonist	hcDAF12 agonist	SMARCA2 activ	DAX1 inh-1	MBD2 DNA inh	DAX1 inh-2	hgDAF-12 ag
CCCCCC1CCC(C(=O)NCCN2CCOCC2)CC1 (stereo not drawn)
 : -2	-2	-2	-4	-0.7	0.2	-2	-0.2	2	-0.1	2.2
Nc1c2c(=O)oc(-c3ccccc3)cc2nn1-c1ccccc1
 : -2	-164	-43	-199	-1.0	-0.3	2	2.2	6	0.5	9.3
COc1ccc(-c2ccnc3nc(N4CCN(c5ccccc5)CC4)nn23)cc1
 : -2	-8	-3	-11	-1.6	-1.9	1	-0.1	-6	0.9	2.6
COc1cc(C2NC(=S)NC(C)=C2C(=O)c2ccccc2)ccc1O (stereo not drawn)
 : 3	1	5	2	-1.0	-0.6	-1	-0.6	-5	0.0	-2.0
Cc1ccc(CN2CCN(C3CCCC3)C(CCO)C2)s1 (stereo not drawn)
 : 2	-2	-1	-4	-1.6	1.3	-4	-0.4	2	-0.4	-0.2
CN1C(=O)C(=O)/C(=C(/O)c2ccc(Br)cc2)C1c1cccc([N+](=O)[O-])c1 (stereo not drawn)
 : 0	0	-2	4	-1.3	-0.1	-3	-0.3	-8	3.6	-1.8
O=[N+]([O-])c1cccc(C2=NCCS2)c1
 : -5	1	0	-2	-1.3	-0.6	-2	-0.1	0	-0.5	6.7
CN(C)C(=O)N1CCNCC1
 : 0	0	0	-1	-1.8	-0.7	-3	0.1	5	-0.8	-4.9
Cc1nc2nc3c(cn2n1)C(=O)CC(c1ccccc1)C3 (stereo not drawn)
 : -1	-48	-4	-64	-1.7	-1.9	-2	-0.5	4	0.7	1.4
CCOc1ccc(CN2CCNC(=O)C2CC(=O)NCc2csc(C(C)C)n2)cc1 (stereo not drawn)
 : 1	-4	-9	-14	-0.8	-1.2	-3	-0.1	-2	-0.5	-0.9
CSc1ccccc1OCc1cc(C(=O)NCCN2CCCc3ccccc32)no1
 : -4	-5	-3	-18	-0.1	3.6	-1	-1.0	2	1.2	5.7
Cc1ccc(Oc2nc3ccccn3c(=O)c2/C=C(\C#N)C(=O)Nc2c(C)n(C)n(-c3ccccc3)c2=O)c(C)c1
 : -5	-14	-7	-15	-0.8	-0.3	-3	-0.3	0	0.3	-0.7
CCOC1(OCC)C(c2ccc(Cl)cc2)C(C#N)(C#N)C1(OCC)OCC (stereo not drawn)
 : .	-1	-1	1	-0.6	-2.9	-4	-1.8	1	1.4	-2.2
O=C(O)C1(O)C[C@@H](O)C(O)[C@H](O)C1 (stereo partly drawn)
 : 5	1	-8	-2	-1.5	-0.9	-4	1.0	4	-1.4	-1.1
COCCn1cnc2c(c1=O)c1nc3ccccc3nc1n2/N=C/c1ccc(OC)c(OC)c1
 : -2	-2	-4	-2	-1.6	0.1	0	0.0	-10	0.3	-1.2
O=C(Nc1nnc(CCN2CCCCC2)s1)c1ccc(Cl)cc1Cl
 : 4	1	-3	-8	-1.4	0.3	-2	-0.2	-6	2.9	-0.3
C=CC[C@H](CC(=O)N(CCO)Cc1ccccc1)C(=O)N[C@H](C)COC(=O)[C@@H](CC=C)Cc1ccc(F)cc1
 : -4	0	-1	2	-1.0	-3.1	0	-1.0	3	-0.8	-3.3
Cc1ccc(C(=O)C(C)OC(=O)C2CCN(c3ccc(C(F)(F)F)cn3)CC2)cc1C (stereo not drawn)
 : 4	-4	-6	-18	-1.0	-0.6	-2	1.2	9	-1.4	0.8
O=C(NC1CCCc2ccccc21)c1n[nH]c(=O)c2ccccc12 (stereo not drawn)
 : -2	3	-6	-8	-1.9	-1.2	-5	-0.3	3	-0.2	-0.8
CCCNC(=O)C1(C)CCCN(C(=O)c2ccc(OC(F)F)cc2)C1 (stereo not drawn)
 : 8	4	2	-1	-1.3	-1.8	-6	0.2	-2	.	3.3

# Further compounds
SMILES,Rev-erbA mod,PLC-gamma1 inh,ADAM17 inh,PLC-beta3 inh,ssDAF12 agonist,hcDAF12 agonist,SMARCA2 activ,DAX1 inh-1,MBD2 DNA inh,DAX1 inh-2,hgDAF-12 ag
CC(C)(C)c1ccc(NC(=O)COC(=O)C2=COCCO2)cc1,-1,2,1,1,-1.3,3.3,-4,0.0,4,1.4,-1.2
Cc1ccc(C2C=NN(c3ccccc3)C2=O)cc1 (stereo not drawn),-4,-1,-4,-24,-0.9,0.8,3,0.4,3,2.1,1.0
Clc1ccc(-c2cc(CN3CCOCC3)no2)cc1,0,3,-2,3,-0.6,1.1,7,1.5,-1,1.8,9.2
N#Cc1cn(-c2ccccc2)nc1-c1ccccc1,3,1,-1,-1,-0.8,3.5,2,0.2,4,0.1,5.6
CCC(C)C(NC(=O)c1ccc(Cl)cc1)C(=O)Nc1cccnc1 (stereo not drawn),4,0,-5,1,-1.4,0.9,-3,0.2,7,2.9,-6.0
C=CCNC(=O)CN(c1ccccc1OCC)S(=O)(=O)c1ccc(C)cc1,8,5,4,7,-0.7,-1.5,-1,-0.8,0,0.3,0.0
Cc1ccc(CNC2=NCCCCC2)n1C,-1,-5,-6,-8,-1.3,-1.7,1,0.0,1,-0.5,-0.9
C[C@H](O)[C@@H]1CN2CCc3c([nH]c4ccccc34)[C@@H]2C[C@@H]1N(C)C(=S)Nc1ccc(C#N)cc1,-3,-103,-17,-122,-0.7,0.6,0,-0.2,-2,.,7.7
O=C(Nc1ccccc1)N1CCC(c2nc(-c3ccc(S(=O)(=O)N4CCOCC4)cc3)no2)CC1,-1,6,-2,-1,-1.1,0.1,-2,-0.8,0,-1.5,-0.7
CC(/C=C/c1ccc(O)cc1)=N/O,-4,2,-1,4,-0.6,-1.5,1,-0.8,3,-0.9,1.7
CCOC(=O)c1ccc2c(c1)nc(COc1ccc(OC)cc1)n2CC,-1,3,1,1,-1.7,-3.1,-5,-1.0,-3,0.2,-5.0
C[C@H]1COc2cc(Br)ccc2S(=O)(=O)N1Cc1cn(Cc2ccc(F)cc2)nn1,-9,0,5,1,-1.5,0.2,0,-0.2,3,.,1.3
CC(=O)N(C)c1ccc(NC(=O)Nc2ccc(C)c(C)c2)cc1,4,9,3,6,-1.9,-0.1,2,-0.7,6,-1.1,3.6
Cc1noc(C)c1NC(=O)Nc1cccc2c1O[C@H](CN(C)C(=O)Nc1ccc(C(F)(F)F)cc1)[C@@H](C)CN([C@H](C)CO)C2=O,3,5,-4,-1,-0.9,-0.6,0,-0.5,0,-1.0,-1.3
COc1cccc(OC)c1C1=CC(=O)C[C@H](c2ccc3c(c2)OCO3)C1,2,-2,0,-1,-0.7,-0.8,-1,-0.1,2,1.6,-1.0
COc1cc(/C=N/NC(=O)c2ccc(Cl)cc2)ccc1OCC(=O)N1CC(C)OC(C)C1 (stereo not drawn),-4,-15,-2,-20,-1.4,-0.9,-2,0.2,1,1.7,-3.1
CCCC12CN3CCN(CC(C3)/C1=N\NC(=O)Nc1ccccc1)C2,4,2,4,2,-0.6,1.4,0,0.1,2,-0.1,1.1
FC(F)(F)c1cc(-c2ccco2)nc(-n2nc(C(F)(F)F)cc2C2CC2)n1,3,-10,-9,-10,-1.0,-1.6,-1,-0.4,2,1.1,-0.2
CCN(CC1CCCO1)C(=O)c1cc(COc2ccc(F)cc2F)on1 (stereo not drawn),-4,0,-2,-5,-0.4,-1.2,-1,0.0,-2,0.1,-0.5
CCN1/C(=C\C(=S)Nc2ccccc2)Sc2ccccc21,4,5,7,-6,-2.1,0.2,-4,-2.2,-5,-1.5,2.6
COc1ccc(NS(=O)(=O)N2CCOCC2)cc1,-5,3,-2,-23,-1.5,0.2,1,-0.5,2,0.3,1.0
CC(=Nc1ccccc1)C1=C(O)CCCC1=O,0,-2,0,0,-0.8,0.6,2,0.0,1,5.2*,-1.1
O=C(COC(=O)c1ccc(Br)o1)NCc1ccc2c(c1)OCO2,2,-6,-2,-12,-1.1,0.9,-4,0.3,0,-0.5,-1.9
Cc1ccc(Cn2ccc(NC(=O)CCSc3nc(-c4ccco4)cc(C(F)(F)F)n3)n2)cc1,4,-1,-1,0,-1.0,-1.6,1,-0.1,2,1.1,-1.4
CC(C)c1ccc(NC(=O)CN2CCN(c3ccccn3)CC2)cc1,-2,-1,-3,-7,-1.6,-1.8,0,0.0,3,-1.3,-1.1
Cc1ccc(NC(=O)c2ccc(Cl)c(S(=O)(=O)N3CCCC3)c2)nc1,0,0,2,3,-1.3,-2.0,2,-3.3,-6,-2.8,-4.7
CC(=O)N/C(=C/c1ccc2c(c1)OCO2)C(=O)NCC(=O)O,-4,0,0,0,-1.0,1.4,0,0.3,1,0.3,1.7
COc1cccc2sc(N)nc12,2,1,-3,-4,-1.3,-1.3,7,0.9,1,0.4,0.1
CCOCC(=O)N(CC)Cc1ccccc1,5,-1,-3,0,-1.1,0.7,0,-1.3,1,0.9,1.3
CCCCNC(=O)c1cn(CC)c2ccc(S(=O)(=O)N3CCCCCC3)cc2c1=O,2,0,-2,-1,-1.2,-2.2,-1,-1.6,0,0.1,-0.9
COCc1cc(C)nc(Oc2ccccc2)c1C#N,-1,-2,-4,-9,0.1,-1.2,0,-0.5,2,-0.8,-3.9

# An excerpt from above in order of length of the SMILES, rising.
SMILES,Rev-erbA mod,PLC-gamma1 inh,ADAM17 inh,PLC-beta3 inh,ssDAF12 agonist,hcDAF12 agonist,SMARCA2 activ,DAX1 inh-1,MBD2 DNA inh,DAX1 inh-2,hgDAF-12 ag
Cc1ccc(CNC2=NCCCCC2)n1C,-1,-5,-6,-8,-1.3,-1.7,1,0.0,1,-0.5,-0.9
CC(=O)N/C(=C/c1ccc2c(c1)OCO2)C(=O)NCC(=O)O,-4,0,0,0,-1.0,1.4,0,0.3,1,0.3,1.7
Cc1ccc(NC(=O)c2ccc(Cl)c(S(=O)(=O)N3CCCC3)c2)nc1,0,0,2,3,-1.3,-2.0,2,-3.3,-6,-2.8,-4.7
COc1cccc(OC)c1C1=CC(=O)C[C@H](c2ccc3c(c2)OCO3)C1,2,-2,0,-1,-0.7,-0.8,-1,-0.1,2,1.6,-1.0
FC(F)(F)c1cc(-c2ccco2)nc(-n2nc(C(F)(F)F)cc2C2CC2)n1,3,-10,-9,-10,-1.0,-1.6,-1,-0.4,2,1.1,-0.2
